SV40 large T antigen – SV40 large T antigen inhibitors, biochemical (AID 1903) | SV40 large T antigen ATPase/helicase inhibition assay; higher % means a stronger effect | hit rate 0.39% among 310,000 | inhibition, % at 20 µM, or IC50 in µM where a hit was titrated; in the data active = a potency from the dose series; inconclusive = inhibition mostly from about 32% at the one dose, without a potency; inactive = the rest, 99 in 100 with inhibition below about 32%; note: strong numbers were not always called active
ER stress rescue – rescue of cells from ER stress-induced death, primary screen, 384-well, CSM14.1, thapsigargin, ATP luminescence (AID 1222); 190,000 tested, under 10 active; one-dose cellular ATP content (survival), % at 20 µM; EC50 in µM for titrated hits; CSM14.1 thapsigargin-induced death rescue, ATP luminescence; higher % means a stronger effect;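 active = EC50 below 50 µM in the dose-response confirmation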;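 note: death triggered by thapsigargin at about 15 µM added after 2 h compound pretreatment; cell ATP read after overnight thapsigargin exposure of roughly 18 to 22 hours; normalized against plate controls of thapsigargin alone and 5% DMSO vehicle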
K1F lysis inhibition – inhibition of K1F phage lysis, E. coli UTI89, bacterial capsule biogenesis inhibitors, alamar blue (AID 488966); hit rate 0.02% among 340,000; inhibition, % at 100 µM; hits with a dose series show IC50 in µM; E. coli UTI89 K1F phage lysis, alamar blue, 2 h; higher % means a stronger effect;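 active = phage lysis inhibition, versus mean bacterial control, above a set limit; inconclusive = no clear call, values can overlap the other calls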;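 note: capsule biogenesis inhibitors block K1F phage lysis so surviving cells raise fluorescence; higher fluorescence means more inhibition of phage lysis; actives were called in the ten point dose series up to 300 µM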
WT yeast gro inh – growth inhibition of WT strain, primary screen, mitochondrial fusion inhibitor project, WT and mutant strains, chemical genetic | AID 1362, 2008 | mitochondrial fusion phenotypic screen | inhibition, % at 10 µM | hit rate 2.1% among 190,000; in the data active = inhibition above about 58%; tested in S. cerevisiae
NS5 inhibitors – Dengue-2 NS5 methyltransferase inhibitors, primary screen, biochemical, confirmation dose response (AID 588689). Genome polyprotein (Dengue virus type 2 (strain 16681-PDK53)). Dengue-2 NS5 methyltransferase capping enzyme assay, biochemical; higher % means a stronger effect. inhibition, % at 25 µM, or IC50 in µM where a hit was titrated. hit rate 0.3% among 340,000; in the data active = a potency from the dose series; inconclusive = inhibition above about 29% without an active follow-up result
Yfh1-depleted yeast – enhancers of respiration in Yfh1-depleted yeast, dose response, Friedreich's ataxia, plus single-dose screen (AID 1465). S. cerevisiae Yfh1-off respiration, WST-1 reduction, 72 h; higher fold induction means a stronger effect. hit rate 0.074% among 220,000. fold induction at 50 µM, or EC50 in µM where a hit was titrated;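 active = fold induction of absorbance versus untreated yeast above a set limit, then at least 30% activation at any dose in follow-up; inconclusive = repeats straddling the limit, or above it without dose testing; inactive = fold induction below the set limit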;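 note: activators that raise dye reduction in frataxin-depleted yeast; strong numbers were not always called active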
XIAP antagonists – XIAP antagonists, biochemical, IAP family, fluorescence polarization (AID 1018) | XIAP BIR domain, fluorescence polarization peptide displacement; higher % means a stronger effect | displacement, % at 20 µM, or IC50 in µM where a hit was titrated | hit rate 0.007% among 200,000; in the data active = displacement above about 50%; note: a part of the inactive calls stands beside numbers as strong as those of hits
RSV CPE inhibition – RSV antiviral activity via CPE protection, HEp-2 cells, primary 10 µM value included (AID 2391); HEp-2 cells, RSV-induced CPE inhibition; higher % means a stronger effect; one-dose CPE inhibition, % at 10 µM; IC50 in µM for titrated hits; hit rate 0.13% among 310,000; in the data active = a potency from the dose series; inconclusive = CPE inhibition mostly from about 23% at the one dose, without a potency; inactive = the rest, 99 in 100 with CPE inhibition below about 21%; note: strong numbers were not always called active
West Nile virus CPE – West Nile virus antiviral activity, cell-based, CPE readout (AID 1621); CPE inhibition, % at 10 µM, or IC50 in µM where a hit was titrated; West Nile virus-infected cells, CPE inhibition; higher % means a stronger effect; hit rate 0.02% among 290,000; in the data active = a potency from the dose series; inconclusive = CPE inhibition mostly from about 3.7% at the one dose, without a potency; inactive = the rest, 99 in 100 with CPE inhibition below about 2.2%; note: strong numbers were not always called active
WT yeast gro inh mutant strain – second read-out of WT yeast gro inh, no call of its own (marks repeat the call); inhibition, %; mitochondrial fusion phenotypic screen, mutant strain inhibition
NS5 inhibitors pilot replicate – recorded beside NS5 inhibitors, whose call it bears; inhibition, %; measured here: pilot screen replicate inhibition
Starred values were filed as active, the others as inactive; i = inactive; ? = inconclusive; · = no result given; [ ] = another dose, or the depositor's remark. No enrichment for hits (roughly 2.2% active in at least one column).

SMILES	SV40 large T antigen	ER stress rescue	K1F lysis inhibition	WT yeast gro inh	WT yeast gro inh mutant strain	NS5 inhibitors	Yfh1-depleted yeast	XIAP antagonists	RSV CPE inhibition	West Nile virus CPE	others
Cn1c(=O)[nH]c(=O)c2c1nc(SCC(=O)O)n2Cc1ccccc1	11%	·	-1.7%	·	·	-7%	·	·	2.7%	-0.3%
CNS(=O)(=O)c1cccc(C(=O)OCC(=O)NCCCc2ccccc2)c1	3%	·	0.2%	·	·	-5%	·	·	0.6%	-0.1%
CCc1ccccc1NC(=O)CCN1C(=O)C2C3CCC(C3)C2C1=O (stereo unspecified)	-2%	-0.7%	1.2%	0	-1	-5%	i	-5.6%	-0.2%	1.2%
O=C(NCCCN1CCOCC1)C(c1ccccc1)c1ccccc1	8%	·	1.1%	·	·	·	·	·	-0.1%	-0.2%
COc1ccccc1NC(=O)CC(=O)c1cccc([N+](=O)[O-])c1	14%	·	0.0%	·	·	6%	·	·	0.2%	-0.6%
CCCCC(=O)Nc1ccc2c(c1)C(=O)NC2=O	2%	0.1%	0.1%	-6	-11	-3%	i	0.0%	0.2%	1.2%
Cc1ccc(C2=NS(=O)(=O)N(C)C(C(=O)Nc3cc(C)n(CC(=O)N4CCC(C)CC4)n3)=C2)cc1	5%	·	6.9%	·	·	-4%	·	·	1.8%	-0.3%
C=CCN(C(=O)CNC(=O)c1ccco1)C(C(=O)NC1CCCCC1)c1ccccc1F (stereo unspecified)	1%	·	0.6%	11	13	0%	i	-2.5%	0.5%	-0.7%
Cc1onc(-c2ccccc2)c1C(=O)NCCN1CCOCC1	9%	-1.1%	0.3%	4	1	-2%	·	-5.7%	-0.1%	·
COc1ccc(CCNC(=O)CSc2c[nH]c3ccccc23)cc1OC	10%	10%	-0.3%	-20	9	-8%	i	-0.5%	1.8%	-0.1%
CCN1CCCC1CN(Cc1cc2ccc(C)c(C)c2[nH]c1=O)C(=O)Nc1ccccc1OC (stereo unspecified)	-2%	-2.1%	-1.0%	2	-4	2%	i	-5.9%	0.1%	0.3%
Cc1nn(C(CC(=O)O)C(=O)O)c(C)c1Br (stereo unspecified)	5%	-0.7%	2.0%	4	-6	-5%	i	1.1%	0.8%	0.3%
COc1cc(/C=N/n2cnnc2)ccc1OCc1ccccc1	2%	1.6%	0.1%	64*	2.4*	-8%	i	-3.3%	0.4%	-0.4%
CCOC(=O)c1nn(-c2ccc(Cl)cc2)c2nnc(Cc3ccccc3)c(=O)n12	4%	-2.3%	1.8%[50 µM]	1	4	-9%	i	-4.5%	3.2%	-0.7%
CCCCn1c(=O)[nH]c(=O)c2c1nc(COc1ccc(C#N)cc1)n2CCC	4%	·	0.3%	4	7	3%	i	-0.3%	-0.7%	-0.2%
O=C(O)Cc1sc(-c2cccnc2)nc1-c1ccc(Br)cc1	9%	1.3%	-1.0%	-14	-4	-1%	i	-3.0%	-1.6%	0.9%
CSC(=NCc1ccc(F)cc1)NS(=O)(=O)c1cccs1	-4%	-2.0%	0.3%	-12	-11	-1%	i	-4.6%	2.8%	-1.2%
COc1ccc(CCNC(=O)C(C)OC(=O)c2cccs2)cc1OC (stereo unspecified)	5%	·	0.1%	·	·	-7%	·	·	2.5%	0.1%
Cc1cccc(NC(=O)CN2C(=O)N/C(=C\c3ccc(-c4cccc(C(=O)O)c4)o3)C2=O)c1	28%	·	-0.1%	·	·	1%	i	·	0.5%	0.4%
CCc1ccc(N2C(=O)CN(Cc3sccc3C)C2=S)cc1	3%	-1.9%	0.7%	20	16	4%	i	-0.1%	4.3%	-0.5%

Overlap with the part before: two entries, followed by the next part.
SMILES	SV40 large T antigen	ER stress rescue	K1F lysis inhibition	WT yeast gro inh	WT yeast gro inh mutant strain	NS5 inhibitors	Yfh1-depleted yeast	XIAP antagonists	RSV CPE inhibition	West Nile virus CPE	others
Cc1cccc(NC(=O)CN2C(=O)N/C(=C\c3ccc(-c4cccc(C(=O)O)c4)o3)C2=O)c1	28%	·	-0.1%	·	·	1%	i	·	0.5%	0.4%
CCc1ccc(N2C(=O)CN(Cc3sccc3C)C2=S)cc1	3%	-1.9%	0.7%	20	16	4%	i	-0.1%	4.3%	-0.5%
O=C(N/N=C/C(Br)=C/c1ccccc1)c1cccnc1	15%	·	-0.8%	·	·	-9%	i	·	?	0.4%
O=C(COC(=O)c1cccs1)Nc1ccccc1[N+](=O)[O-]	3%	0.3%	0.2%	4	15	-5%	i	-7.2%	-1.1%	-0.5%
O=C(CCC(=O)OCC(=O)c1ccc(Cl)cc1)NC1CCCCC1	10%	-0.4%	0.2%	5	7	0%	i	-4.1%	1.7%	-0.3%
CC(C)c1ccc(NC(=O)Nc2cc3sccc3n2C)cc1	24%	-2.5%	-1.0%	21	21	1%	i	-3.4%	-0.8%	1.1%
CC(=O)Nc1ccc(/C(C)=N/NC(=O)c2ccc(F)cc2)cc1	4%	-1.0%	-0.5%	8	4	0%	i	-19%	2.1%	-0.1%
Cc1ccc(CC(C(=O)O)C(C)C(=O)Nc2ccc(F)cc2)cc1 (stereo unspecified)	6%	·	2.3%[50 µM]	·	·	3%	·	·	0.6%	-0.2%
O=C(Cn1nc(Cc2cccnc2)c2ccccc2c1=O)NCc1ccc(F)cc1	14%	-0.5%	1.4%	-5	-2	-2%	i	-0.1%	0.6%	-0.5%
C=CCNCCCCOc1ccc(OCc2ccccc2)cc1	-1%	-2.2%	0.2%	16	5	-1%	i	-3.4%	-0.9%	-0.9%
O=c1nc(N2CCCCC2)nc(Nc2ccccc2)[nH]1	1%	-0.9%	0.4%	-6	5	-3%	i	-3.2%	6.6%	-0.6%
COc1cccc(C(=O)OCCCOC(=O)c2cccc(OC)c2OC)c1OC	32%	·	-0.3%	·	·	-1%	·	·	2.5%	-0.5%
COC(=O)C1(C(O)C(=O)c2ccc(C)cc2C)CCCCC1 (stereo unspecified)	4%	·	-0.8%	6	9	3%	i	-3.9%	0.8%	-0.9%
O=C(NCCO)Nc1ccc2nc(-c3ccco3)c(-c3ccco3)nc2c1	53%	-0.5%	·	-1	-5	·	?	11%	-1.4%	-0.4%
COc1ccc(/C=N/NC(=O)c2cc[n+]([O-])cc2)cc1	0%	·	1.1%	·	·	-3%	·	·	0.3%	0.4%
Nc1nc2c(s1)COc1ccccc1-2	4%	-0.2%	0.7%	5	8	5%	i	-5.7%	6.6%	0.3%
Cc1ccc2c(c1)=C(c1sc(N(C)c3ccc(O)cc3)nc1O)C(=O)N=2	-3%	·	0.2%	·	·	-8%	·	·	2.1%	-0.4%
O=C(c1ccccc1Sc1ccc([N+](=O)[O-])cc1Cl)N1CCOCC1	?	0.1%	-0.1%	4	-3	-15%	i	-7.6%	1.0%	-0.7%
CCOc1ccccc1C1CC(c2ccc(F)cc2)Nc2nc(N)nn21 (stereo unspecified)	17%	0.8%	5.4%	10	6	1%	i	-3.9%	1.3%	-0.4%
CC1CCN(C(=O)CN(Cc2ccc(F)cc2)S(C)(=O)=O)CC1	9%	·	0.1%	·	·	-1%	·	·	1.1%	-0.5%	NS5 inhibitors pilot replicate=4.8
CCNC(=S)N1CCC(C(N)=O)CC1	11%	·	0.0%	·	·	-13%	i	·	1.8%	0.2%
O=c1oc2ccccc2c(NC2CCCCC2)c1NS(=O)(=O)c1ccc(F)c(Cl)c1	17%	·	0.3%	·	·	0%	·	·	-0.6%	0.5%

4 entries drawn at random from those above, as already listed:
SMILES	SV40 large T antigen	ER stress rescue	K1F lysis inhibition	WT yeast gro inh	WT yeast gro inh mutant strain	NS5 inhibitors	Yfh1-depleted yeast	XIAP antagonists	RSV CPE inhibition	West Nile virus CPE	others
O=C(c1ccccc1Sc1ccc([N+](=O)[O-])cc1Cl)N1CCOCC1	?	0.1%	-0.1%	4	-3	-15%	i	-7.6%	1.0%	-0.7%
O=c1oc2ccccc2c(NC2CCCCC2)c1NS(=O)(=O)c1ccc(F)c(Cl)c1	17%	·	0.3%	·	·	0%	·	·	-0.6%	0.5%
Cc1ccc(CC(C(=O)O)C(C)C(=O)Nc2ccc(F)cc2)cc1 (stereo unspecified)	6%	·	2.3%[50 µM]	·	·	3%	·	·	0.6%	-0.2%
COC(=O)C1(C(O)C(=O)c2ccc(C)cc2C)CCCCC1 (stereo unspecified)	4%	·	-0.8%	6	9	3%	i	-3.9%	0.8%	-0.9%

(further entries)
SMILES	SV40 large T antigen	ER stress rescue	K1F lysis inhibition	WT yeast gro inh	WT yeast gro inh mutant strain	NS5 inhibitors	Yfh1-depleted yeast	XIAP antagonists	RSV CPE inhibition	West Nile virus CPE	others
O=C(O)C1C2C=CC(O2)C1C(=O)Nc1ccccc1C(F)(F)F (stereo unspecified)	11%	-4.4%	-1.0%	6	10	-7%	i	-5.0%	0.7%	0.2%
CC(=O)Nc1ccc(Cc2nc3ccccc3[nH]2)cc1	·	-1.2%	0.9%	1	-8	0%	i	-5.4%	1.8%	0.1%
CN(C)CCCn1c(=O)n(C2CCCCC2)c(=O)c2c3c(sc21)CCCCC3	8%	·	0.8%	·	·	1%	·	·	-0.1%	·
COc1ccc(/C=C2\SC(N3CCc4ccccc4C3)=NC2=O)cc1	7%	1.9%	0.8%	62*	13*	-2%	i	-13%	5.0%	-0.8%
CCc1nn(CCCC(=O)NCc2ccccc2C)c(=O)c2cc3occc3n12	13%	·	-0.5%	·	·	-3%	·	·	·	0.5%
O=C(CCc1nc2ccccc2c(=O)[nH]1)Nc1nc(-c2cccs2)cs1	18%	·	2.6%[50 µM]	·	·	11%	·	·	-1.2%	·
CC(=O)N1c2ccc3ccccc3c2C2C=CCC2C1c1ccc(Br)cc1 (stereo unspecified)	7%	-3.3%	·	47	-1	·	i	-2.9%	2.9%	-0.9%
Cc1cccc(CN2C(=O)[C@H]3Cc4c([nH]c5ccccc45)C(C)(C)N3C2=O)c1	11%	·	1.0%	·	·	2%	i	·	15%	1.6%
CCOC(=O)C1(Cc2cccc(Cl)c2)CCCN(C(=O)c2ccc(C)nc2)C1 (stereo unspecified)	2%	0.7%	-2.9%	1	4	0%	i	-2.3%	-0.9%	-0.9%
O=C(O)C1(c2ccccc2)CCN(S(=O)(=O)c2cccs2)CC1	12%	-0.4%	2.5%	-8	6	1%	i	-9.9%	-2.5%	0.5%
COc1cc2ncnc(NCc3ccc(C)o3)c2cc1OC	1%	-1.5%	0.0%	-3	3	-2%	i	-5.4%	-2.7%	-0.6%
COC(=O)c1cccc(Cn2c(Cl)c(/C=N/NC(=O)c3ccco3)sc2=O)c1	10%	·	0.3%	·	·	-14%	·	·	0.7%	0.7%
O=C(NC(c1ccccc1)C(Cl)Cl)c1ccccc1 (stereo unspecified)	4%	-0.6%	0.9%[50 µM]	6	1	4%	i	-4.6%	6.1%	-1.0%

Compound activity deposited in PubChem BioAssay by several laboratories.
